# High-throughput results: PubChem BioAssay, several laboratories
# UBC9 SUMO inh = SUMOylation inhibition | HTRF SUMOylation assay, SAE1/SAE2 + UBC9, in vitro | P63279 | AID 2006 | inhibition, % at 35 µM | 290,000 compounds, 0.36% hits; in the data active means inhibition above about 50%, passing the limit was not always enough; further: strong numbers were not always called active
# MEKK2wt PB1 HTS = raises or lowers MEK5 binding to wildtype human MEKK2 PB1 domain; bead flow cytometry, Alexa488-MEK5 binding to MEKK2 WT; actives lie on both sides; 290,000 compounds, 1.1% hits; binding response (% of control), % at 10 µM; Q9Y2U5; in the data active means binding response below about 67% or above about 130%
# CRFR2-BP antag = antagonists of CRF-binding protein/CRF-R2 receptor complex | HEK293 CRF-R2/CRF-BP, CRF-induced calcium fluorescence | inhibition, % at 11.8 µM | 350,000 compounds, 0.59% hits | AID 588475;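 active means inhibition of the ligand-induced calcium signal above about 50% at the single tested concentration, limit read from the data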
# CRFBP-R2 agonist = CRF-BP/CRF-R2 complex agonism; activation, % at 13.2 µM; HEK293 CRF-R2/CRF-BP, calcium dye fluorescence (FLIPR); percent of saturating CRF peptide response; 350,000 compounds, 0.46% hits;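 active means activation of at least 50%, plus an integration ratio under a set limit after plate pattern correction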;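 further: plate controls were neutral control wells without compound for no effect and CRF at EC100 for full effect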
# MEKK2mut PB1 HTS = signal of MEK5 binding to mutant human MEKK2 PB1 domain; percent response, % at 10 µM; bead flow cytometry, Alexa488-MEK5 binding to MEKK2 mutant; 290,000 compounds, 0.35% hits; in the data active means percent response above about 24%, passing the limit was not always enough; further: inactives centre near 1; some results filed as inactive read as strong as hits
# FID counter = fluorescent intercalator displacement, NS3 helicase counter-screen; 290,000 compounds, 0.17% hits; DNA fluorescent intercalator displacement, fluorescence; inhibition, % at 7.9 µM; in the data active means inhibition above about 37%;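 further: 0% = vehicle and 100% = reference compound; higher means more ethidium bromide displaced from hairpin DNA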
# NS3 helicase inh = HCV NS3 helicase inhibition; NS3 helicase DNA unwinding, Cy5 molecular beacon fluorescence; inhibition, % at 10.9 µM; 290,000 compounds, 0.56% hits; AID 1800;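 active means inhibition above the mean of all tested compounds plus 3 SD, set per campaign, cut at about 35% in these data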;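 further: 0% = DMSO wells and 100% = thioflavine S control wells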
#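 assay system = NS3 helicase fragment of HCV | buffer or medium = MOPS pH 6.5, MgCl2, DTT, Tween20, BSA | timing = 60 min unwinding reaction at 25 °C after ATP addition | signal = Cy5 beacon fluorescence read at start and 1 h | read-out basis = % inhibition of unwinding | control set = low DMSO, high thioflavine S at 110 µM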
# MEKK3 PB1 HTS = MEKK3-MEK5 PB1 interaction, increase or decrease; Q99759; bead-based flow cytometry, Alexa488-MEK5 binding to MEKK3; actives lie on both sides; 0 = blocked by unlabeled MEK5, 100 = vehicle; binding response (% of control), % at 10 µM; 290,000 compounds, 1.4% hits;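 active means binding response more than 3 SD above or below the average of its plate-row segment, actives on both sides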;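 further: Alexa488 bead fluorescence after subtracting the streptavidin-only scavenger bead signal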
# Target sequence (Q99759 whole entry, looked up): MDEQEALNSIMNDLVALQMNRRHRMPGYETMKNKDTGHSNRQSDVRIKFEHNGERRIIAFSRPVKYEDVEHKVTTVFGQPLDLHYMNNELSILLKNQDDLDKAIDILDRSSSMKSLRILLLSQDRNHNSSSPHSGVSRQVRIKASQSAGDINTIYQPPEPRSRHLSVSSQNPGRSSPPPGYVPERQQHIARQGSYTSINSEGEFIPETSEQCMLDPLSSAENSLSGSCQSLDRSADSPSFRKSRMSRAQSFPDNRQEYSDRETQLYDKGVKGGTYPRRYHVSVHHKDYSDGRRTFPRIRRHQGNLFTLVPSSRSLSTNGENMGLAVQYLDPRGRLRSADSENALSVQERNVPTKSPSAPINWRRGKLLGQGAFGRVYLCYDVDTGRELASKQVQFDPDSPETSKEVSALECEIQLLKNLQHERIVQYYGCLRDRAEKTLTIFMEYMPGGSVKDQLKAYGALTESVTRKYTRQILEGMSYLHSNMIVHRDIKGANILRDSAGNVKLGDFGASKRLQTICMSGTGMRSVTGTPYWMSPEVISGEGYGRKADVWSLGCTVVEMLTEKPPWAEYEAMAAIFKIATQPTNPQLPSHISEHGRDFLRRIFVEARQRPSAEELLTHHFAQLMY
# GalR3 antagonist = human GalR3 antagonism | 360,000 compounds, 0.44% hits | inhibition, % at 3 µM | AID 651719 | O60755 | HEK293 GalR3-CNG cAMP membrane potential fluorescence; galR3 body fused to GalR1 C-terminus;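 active means inhibition above the screen-wide average plus 3 SD, cut at about 13% in these data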;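 further: forskolin and galanin both at EC90 stimulate the cells; cAMP rise reported by CNG channel membrane potential dye signal; 0% = forskolin plus galanin with DMSO and 100% = forskolin alone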
# Target sequence (O60755 1-299 limits assumed): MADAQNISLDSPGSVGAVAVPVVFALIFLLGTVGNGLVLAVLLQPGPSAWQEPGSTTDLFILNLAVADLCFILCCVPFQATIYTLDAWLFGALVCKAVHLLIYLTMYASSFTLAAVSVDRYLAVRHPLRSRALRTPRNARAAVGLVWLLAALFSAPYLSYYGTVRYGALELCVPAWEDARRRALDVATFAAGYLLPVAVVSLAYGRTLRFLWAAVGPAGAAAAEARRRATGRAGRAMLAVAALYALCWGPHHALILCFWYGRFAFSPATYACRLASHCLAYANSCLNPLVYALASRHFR
# Starred values were filed as active, the others as inactive; · = not tested or not shown; [ ] = dose if it differs, or a comment.
SMILES,UBC9 SUMO inh,MEKK2wt PB1 HTS,CRFR2-BP antag,CRFBP-R2 agonist,MEKK2mut PB1 HTS,FID counter,NS3 helicase inh,MEKK3 PB1 HTS,GalR3 antagonist
CCOc1ccccc1NC(=O)N1CCC(NC(=O)C2CCCCC2)CC1,-1,101,10,-0.5,1,-29,-3,104,-7
O=C(c1ccccc1Br)N1CCc2c([nH]c3ccccc23)C1,-1,108,-1,-6.3,10,-26,-6,109,-4
O=C(NCc1ccco1)/C(=C/c1ccc(Cl)cc1)NC(=O)c1ccco1,-2,100,-5,-0.3,2,-7,2,104,-8
CC(=O)C1=C(O)C(=O)N(c2ccc(Br)cc2)C1c1cccc([N+](=O)[O-])c1 (stereo not drawn),2,101,-2,-0.5,-1,-29,5,101,-3
CCN(CC)S(=O)(=O)c1cccc(C(=O)NCC(c2ccccc2)N(C)C)c1 (stereo not drawn),-6,90,16,0.2,-1,17,-7,88,1
O=C(O)CCS(=O)(=O)c1ccc(-c2ccccc2)cc1,3,95,5,0.0,-1,-11,3,103,-2
CC(/C=N/NC(=S)Nc1cccc(S(=O)(=O)N(C)C)c1)c1ccccc1 (stereo not drawn),12,90,-25,-0.1,-3,-6,0,86,0
COc1ccc(NC(=O)c2cccc(NC(=O)C3C4CC5OC(=O)C3C5C4)c2)c(OC)c1 (stereo not drawn),9,96,9,0.1,-4,-2,-6,92,-3
Cc1c(CC(=O)NCCC(=O)O)c(=O)oc2cc3oc4c(c3cc12)CCCC4,26,103,6,-2.4,-2,-37,8,104,-10
CC1CCc2c(sc(/N=C/c3cccnc3)c2C(N)=O)C1 (stereo not drawn),34,99,-25,0.3,2,-7,5,99,-3
CCOc1ccc(C2=Nn3c(nnc3-c3ccccn3)SC2)cc1,-5,103,19,-0.7,1,-15,-10,97,-1
Cc1nc2sc(C(c3cccs3)N3CCN(c4cccc(Cl)c4)CC3)c(O)n2n1 (stereo not drawn),-21,107,-26,-5.8,9,-23,-8,108,·
COc1ccccc1N1CCN(CC(=O)Nc2ccc(C)c(F)c2)CC1,6,103,8,-1.5,-10,-5,-12,102,4
CC(/C=N/NC(=O)CSc1nc2ccccc2n1C)=C\c1ccco1,14,95,-6,-12,-2,-16,6,91,3
Cc1nnc(SCC(=O)NCc2ccco2)n1Cc1ccccc1,17,100,14,-0.1,6,-6,1,98,2
CSc1ccc(-c2sc(Nc3ccccc3)n[n+]2-c2ccc(F)cc2)cc1,15,139*,-4,0.1,28*,-26,13,109,·
COCc1cc(C)nc(SCC(=O)Nc2ccc(C)c(C)c2)c1C#N,-29,103,12,-0.2,-1,-3,2,97,-6
Cc1cccc(OCc2nnc(SCC(=O)NCC3CCCO3)n2C)c1 (stereo not drawn),12,103,1,-0.6,3,-16,12,101,2
Cn1nnnc1SCC(=O)c1cccs1,20,95,6,6.8,-7,-1,-5,99,1
C#CC1(NC(=O)NCCCC)CCCCC1,2,105,14,-1.8,7,0,5,102,-5
Fc1ccc2c(c1)[C@H]1OCC[C@H]1[C@@H](c1ccco1)N2,-8,94,-12,0.4,-6,-2,-3,93,-4
COc1cc(/C(C)=N/NC(=S)NC(C)C)cc(OC)c1OC,4,107,44,-4.6,10,-12,4,99,2
COc1cc2cc(C)c3nnc(SCC(=O)Nc4cc(C)on4)n3c2cc1OC,2,92,13,-3.0,-10,-4,-7,92,5
O=C(O)c1ccc(-n2c(-c3cc(-c4ccco4)[nH]n3)n[nH]c2=S)cc1,37,103,26,-0.5,3,0,9,104,0
COc1cc(CCC(=O)Nc2c(C(=O)N3CCN(c4ccccc4OC)CC3)oc3ccccc23)on1,7,107,-2,-0.3,1,-49,-10,102,1
Brc1ccc(C2=Nn3c(nnc3-c3cccnc3)SC2)s1,-11,95,11,-0.9,2,-8,-1,92,·
N#Cc1cc(Sc2ccccn2)c(Sc2ccccn2)cc1C#N,16,103,4,-7.8,6,-3,3,100,-5
COc1ccc(-c2nc(CS(=O)(=O)CC(=O)Nc3ccc(Cl)cc3)c(C)o2)cc1,12,103,-15,0.0,5,-5,-8,104,·
COC(=O)c1ccc(COc2ccc(-c3nnn(CC(N)=O)n3)cc2)cc1,12,86,2,-1.6,-12,-3,10,99,-1
CSc1nc2ccc(NC(=O)C3=NN(c4ccccc4)C(=O)CC3)cc2s1,18,97,-12,-1.2,-1,-23,5,93,-7

# Ordered by formula weight (ascending): 5 of the compounds above
SMILES,UBC9 SUMO inh,MEKK2wt PB1 HTS,CRFR2-BP antag,CRFBP-R2 agonist,MEKK2mut PB1 HTS,FID counter,NS3 helicase inh,MEKK3 PB1 HTS,GalR3 antagonist
COc1cc(/C(C)=N/NC(=S)NC(C)C)cc(OC)c1OC,4,107,44,-4.6,10,-12,4,99,2
COCc1cc(C)nc(SCC(=O)Nc2ccc(C)c(C)c2)c1C#N,-29,103,12,-0.2,-1,-3,2,97,-6
COC(=O)c1ccc(COc2ccc(-c3nnn(CC(N)=O)n3)cc2)cc1,12,86,2,-1.6,-12,-3,10,99,-1
Cc1cccc(OCc2nnc(SCC(=O)NCC3CCCO3)n2C)c1 (stereo not drawn),12,103,1,-0.6,3,-16,12,101,2
CSc1ccc(-c2sc(Nc3ccccc3)n[n+]2-c2ccc(F)cc2)cc1,15,139*,-4,0.1,28*,-26,13,109,·

# (further entries)
SMILES,UBC9 SUMO inh,MEKK2wt PB1 HTS,CRFR2-BP antag,CRFBP-R2 agonist,MEKK2mut PB1 HTS,FID counter,NS3 helicase inh,MEKK3 PB1 HTS,GalR3 antagonist
COc1ccccc1NC(=O)Oc1cccc(OC(=O)c2ccccc2)c1,-9,75,16,-0.3,-25,-3,3,82,-6
CS(=O)(=O)N(CC(=O)N1CCCCCC1)c1cccc(Cl)c1Cl,11,108,1,-2.5,3,-23,-3,97,-11
c1ccc(OCCSc2nc3ccccc3[nH]2)cc1,4,101,12,-0.4,3,2,14,105,-3
COc1ccc(OC)c2c(C)cc(N3CCN(C(=O)c4ccc(F)cc4)CC3)nc12,5,99,6,-10,0,-33,-9,98,-5
Cc1c(N2C(=O)c3ccc(Br)cc3C2=O)c(=O)n(-c2ccccc2)n1C,30,3.0*[inhibitor],12,1.0,-16,3,5,2.0*[inhibitor],-1
COc1ccc(/C=C2/C(=N)N3N=C(CC(=O)N4CCCC4)SC3=NC2=O)cc1OC,3,101,-8,-2.0,4,-38,10,99,-4
COc1cccc(OCc2nnc(SCC(=O)NCc3ccco3)n2CCc2ccccc2)c1,14,88,17,-0.7,-5,-45,15,94,-2
CC(C)c1ccc(NC(=O)N(CCc2nc3ccccc3[nH]2)C2CCCC2)cc1,-34,108,-35,1.4,2,3,4,97,-6
CCNC(=O)CSc1nnc(-c2cc(-c3ccc(Cl)cc3)nc3ccccc23)o1,-1,98,-4,-0.9,12,-8,0,99,1
Cc1ccc(Nc2nc(-c3ccc(F)cc3)cs2)nc1,-13,96,-12,2.2,6,-7,-6,104,-10
O=C(Nc1ncc(Cc2cc(Cl)ccc2Cl)s1)c1ccc([N+](=O)[O-])cc1,-1,105,-67,8.0,6,4,6,101,-5
Brc1ccc(-c2nnc(-c3ccc4c(c3)OCO4)o2)o1,2,109,-5,-1.2,5,-7,13,109,-4
CCOc1ccc(CCNC(=O)C(C)n2nc(C)n3c(cc4occc43)c2=O)cc1OCC (stereo not drawn),1,69*[inhibitor],31,-2.0,-44,-27,-2,83,-3
O=C(c1ccc2c(c1)OCO2)C1CCCN(C(=O)NCc2ccccc2)C1 (stereo not drawn),-10,94,21,-2.5,-1,-14,-2,101,-4
O=C(NCCN1CCCCC1)Nc1ccccc1Cl,19,106,5,-2.6,2,-2,9,103,-2
Cc1ccc(S(=O)(=O)N2CN(CC3CCCO3)c3nc4ccccc4nc32)cc1 (stereo not drawn),4,99,9,3.0,1,-30,-8,102,2
COc1ccccc1NC(=O)c1c(Nc2ccccc2C)sc(C(=O)Nc2cccc(Cl)c2)c1N,-25,-3.0*,-9,-4.0,-8,-2,-1,78,3
CCCCC(CC)C(=O)Nc1cc(=O)[nH]c2nc3ccccc3n12 (stereo not drawn),-2,104,-9,0.3,4,-34,-5,102,-9
CCOC(=O)c1c(CN2CCC(C)CC2)oc2ccc(OC)cc12,12,97,-6,0.0,-5,1,11,97,-3
COc1ccc(S(=O)(=O)N(C)C)cc1NC(=O)CSc1nnc(-c2cccnc2)o1,22,100,20,0.7,0,-2,7,102,-4
CCCN1CCN(CCCNC(=O)C2CCN(c3nnc(-n4cccc4)s3)CC2)CC1,20,106,2,1.1,4,9,-15,99,0
c1coc(-c2nnc(-c3ccc4c(c3)OCO4)o2)c1,24,100,·,·,4,-7,17,99,-1
C/C(=N\OCC(=O)NC12CC3CC(CC(C3)C1)C2)c1cc2ccccc2o1,-27,109,-63,2.1,-1,-22,-8,102,2
Cc1ccc2c(c1)N(C(=O)CCC(=O)NCCN1CCOCC1)CCO2,5,101,-14,38,0,-5,-10,101,·
O=C(CN1CCN(Cc2ccccc2)CC1)N/N=C/c1ccccc1F,-4,92,3,-0.2,-14,-4,2,88,0
O=C(CSc1ncnc2c1nnn2Cc1ccc(F)cc1)NC1CCCC1,27,102,-2,-2.1,2,0,-4,99,-1
O=S1(=O)CCC(NC(=S)SCCOc2ccccc2)C1 (stereo not drawn),21,97,-8,0.2,-1,2,5,98,-9
CCN(CC)S(=O)(=O)c1ccc(Cl)c(C(=O)OCC(=O)c2c(N)n(C)c(=O)n(C)c2=O)c1,12,88,17,2.4,-12,-24,-13,86,-4
CN1CCc2c(sc(N)c2C(N)=O)C1,0,104,16,29,11,5,1,102,-5
Cn1c(C(=O)N2CCN(Cc3ccc4c(c3)OCO4)CC2)cc2sccc21,-12,105,17,-5.6,4,-18,-12,104,-5

# Whole records from above. Screens in order: UBC9 SUMO inh	MEKK2wt PB1 HTS	CRFR2-BP antag	CRFBP-R2 agonist	MEKK2mut PB1 HTS	FID counter	NS3 helicase inh	MEKK3 PB1 HTS	GalR3 antagonist
# Record of Brc1ccc(-c2nnc(-c3ccc4c(c3)OCO4)o2)o1 → 2	109	-5	-1.2	5	-7	13	109	-4
# Record of O=C(c1ccc2c(c1)OCO2)C1CCCN(C(=O)NCc2ccccc2)C1 (stereo not drawn) → -10	94	21	-2.5	-1	-14	-2	101	-4

# Some of the compounds tested. The share of hits here may be higher or lower than overall.
